# S1P4 antagonist: antagonists of human S1P4 receptor | O95977 | S1P4-expressing cells, antagonist mode, reporter read-out | inhibition, % at 4.98 µM | hit rate 0.26% among 220,000 | AID 1510; in the data active means inhibition above about 29%;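 further: 0% = wells stimulated with agonist and 100% = vehicle wells without agonist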
# NPY Y1 blocker: NPY-Y1 (human) receptor antagonism | P25929 | HEK293-CNG Y1 cells, membrane potential fluorescence; NPY at EC95, then isoproterenol | inhibition, % at 3.6 µM | hit rate 1% among 200,000;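 active means inhibition above the campaign mean inhibition of all tested compounds plus 3 SD, cut at about 20% in these data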;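 further: 0% = DMSO wells given NPY plus isoproterenol and 100% = isoproterenol alone without NPY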
#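 Test system: HEK293 cells co-expressing NPY Y1 receptor and cyclic-nucleotide gated channel; Also added: NPY (25 nM), isoproterenol (1 µM), Ro 20-1724 (25 µM); Compound dosing: one concentration, 3.6 µM, in 0.4% DMSO; Timing: dye 3 h, compound 60 min room temperature, stimulation 45 min; Technique: Membrane-potential fluorescent dye readout.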
# NPY2 pot ag: potentiators or agonists of human neuropeptide Y receptor Y2. P49146. cells expressing NPY-Y2, potentiator/agonist read-out. activation, % at 3.6 µM. hit rate 0.45% among 220,000; in the data active means activation above about 27%;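 further: cells stimulated with NPY near EC25 plus isoproterenol at EC100; 0% = vehicle plus submaximal agonist and 100% = vehicle plus saturating agonist; some results beyond the cut were filed as inactive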
# NPY-Y1 PAM-ag: potentiates or activates human NPY-Y1 receptor; P25929; NPY-Y1 expressing cells, potentiator/agonist activation; activation, % at 3.6 µM; hit rate 0.37% among 220,000; in the data active means activation above about 33%, passing the limit was not always enough;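 further: cells stimulated with NPY at EC10 then isoproterenol at EC100; 0% = low agonist plus stimulus and 100% = saturating agonist plus stimulus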
# EP2 modulator: modulators of human EP2 prostaglandin E2 receptor. P43116. EP2-expressing cells, cAMP HTRF FRET, PGE2 co-stimulation. induction, % at 25 µM. hit rate 0.83% among 260,000. AID 940;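 active means compounds whose cAMP rise, as percent of the full-agonist control response, exceeds 60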;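 further: rat C6 glioma line stably carrying human EP2 under a CMV promoter; the protocol text gives 20 µM as final concentration; 100% = response of wells given 1 µM PGE2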
# p97 ATPase inh: human p97 ATPase inhibition; recombinant p97 ATPase, Kinase-Glo ATP luminescence, 3 h; inhibition, % at 8 µM; P55072; AID 1481; hit rate 0.42% among 220,000; in the data active means inhibition above about 15%;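 further: 0% = DMSO vehicle and 100% = wells lacking enzyme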
# Target sequence (P55072 whole entry, looked up): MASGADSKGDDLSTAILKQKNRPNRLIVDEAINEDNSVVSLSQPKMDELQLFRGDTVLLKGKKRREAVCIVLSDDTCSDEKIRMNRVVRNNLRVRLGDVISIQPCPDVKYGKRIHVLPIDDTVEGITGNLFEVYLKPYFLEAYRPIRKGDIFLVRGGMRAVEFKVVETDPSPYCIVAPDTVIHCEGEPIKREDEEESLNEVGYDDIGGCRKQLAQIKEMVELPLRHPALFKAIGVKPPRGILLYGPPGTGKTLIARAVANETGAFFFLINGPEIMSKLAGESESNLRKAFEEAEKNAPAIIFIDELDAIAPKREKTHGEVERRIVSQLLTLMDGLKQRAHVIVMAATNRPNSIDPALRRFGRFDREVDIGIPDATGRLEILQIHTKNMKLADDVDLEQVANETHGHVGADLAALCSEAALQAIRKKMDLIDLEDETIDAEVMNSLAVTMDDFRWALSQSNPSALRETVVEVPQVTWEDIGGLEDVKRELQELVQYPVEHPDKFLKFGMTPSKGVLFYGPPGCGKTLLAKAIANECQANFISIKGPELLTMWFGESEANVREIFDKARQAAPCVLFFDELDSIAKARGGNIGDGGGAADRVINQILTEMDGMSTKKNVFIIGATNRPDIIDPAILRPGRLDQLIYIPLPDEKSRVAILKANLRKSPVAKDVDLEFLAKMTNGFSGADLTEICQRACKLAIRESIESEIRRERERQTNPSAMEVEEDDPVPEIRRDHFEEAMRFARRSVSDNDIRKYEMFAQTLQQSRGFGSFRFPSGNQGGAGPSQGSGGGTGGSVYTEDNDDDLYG
# PGE2 EP2 inh: EP2 receptor (human) inhibition; C6 glioma cells expressing human EP2, cAMP TR-FRET; cells stimulated with saturating PGE2; hit rate 0.52% among 260,000; P43116; inhibition, % at 25 µM;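 active means percent inhibition above 40 after rounding to a whole number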;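 further: rat C6 glioma host cells with rolipram phosphodiesterase inhibitor present; the protocol text gives 20 µM as final concentration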
# S1P4 agonist: agonists of human S1P4 receptor; S1P4-expressing cell line, agonist reporter assay; hit rate 0.35% among 220,000; activation, % at 4.98 µM; AID 1509; in the data active means activation above about 11%;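 further: 0% = DMSO vehicle and 100% = reference agonist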
# eIF4E 4G PPI: eIF4E/eIF4G interaction inhibition in translation initiation; P63073+Q04637; TR-FRET eIF4E-eIF4GI(517-606) binding, 2 h; inhibition, % at 21.7 µM; hit rate 0.37% among 220,000;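 active means inhibition above about 30%, limit read from the data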;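 further: 0% = full FRET control wells and 100% = background wells lacking eIF4GI fragment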
# Active calls of the source: *; nt = no result given; & = joins results of further samples; ! = not confirmed by another sample; [ ] = dose if it differs, or a comment.
SMILES,S1P4 antagonist,NPY Y1 blocker,NPY2 pot ag,NPY-Y1 PAM-ag,EP2 modulator,p97 ATPase inh,PGE2 EP2 inh,S1P4 agonist,eIF4E 4G PPI
COc1cccc(C2CC(c3ccc(C)cc3)Nc3nc(N)nn32)c1 (stereo not given),-5,1,7,3,-4,0,10,-1.6,4[fluorescence artefact?]
Cc1cccc(CN2CCN(Cc3cccc4nonc34)CC2CCO)n1 (stereo not given),-12,-1,-8,33,9,1,8,0.1,5
CCc1ccc(/C=C2\Oc3c(ccc(O)c3CN3CCN(CCO)CC3)C2=O)cc1,13,nt,-9,11,-13,4,12,1.4,72*
Nc1ncnc2c1ncn2[C@@H]1O[C@H](CO)C[C@@H]1O,24,6,-12,-7,nt,3,21,1.1,-6
CCOc1ccc(N/C(C)=C/C(=O)c2ccc3c(c2)OCCO3)cc1,6,nt,-7,-20,-23,5,6,0.4,21
Cc1cc(NS(=O)(=O)c2ccc(NC(=O)COc3ccc(Cl)cc3)cc2)no1,-23,1,-6,-24,0,3,nt,-1.2,-2[fluorescence artefact?]
O=C(CCc1ccccc1)Nc1ccc(N2CCOCC2)cc1,-4,9,4,3,5,3,5,-0.6,1[fluorescence artefact?]
COCCCN(C(=O)Nc1cccc(Cl)c1)C(C)c1ccccn1 (stereo not given),-5,6,-16,-18,-3,-1,4,0.0,2
O=c1ccc(Br)c[nH]1,12,2,2,-21,5,5,10,0.8,3
O=C(NN=C1CCCCCC1)c1ccc(Br)o1,-3,0,1,-7,-10,-7,1,-0.9,-35
CCc1nn(CC(=O)Nc2cc(C)ccc2C)c(=N)s1,-7,4,10,7,-8,-5,7,-2.8,-2
O=C(Cc1ncc(C(F)(F)F)cc1Cl)Nc1cccc(Br)c1,1,7,2,-12,-45,-4,6,-3.0,-6
CN(C)S(=O)(=O)Oc1ccccc1C(=O)Nc1ccc(F)cc1,0,2,-7,4,-8,-3,2,2.0,1
CSc1ccccc1NC(=O)COc1ccc(Cl)cc1C,-11,14,-6,-37,67*,-4,12,0.7,4
COC(=O)c1sc(NC(=O)c2ccc(C)o2)nc1C,5,1,3,-1,16,-7,3,0.7,3[fluorescence artefact?]
O=C(O)c1c(F)c(F)c(F)c(F)c1-c1ccc(Cl)cc1,-6,1,-5,-4,26,3,5,1.4,-6
COc1ccc([N+](=O)[O-])cc1NC(=O)CSCc1cc(C)cc(C)c1,6,13,0,4,22,-1,3,0.9,3
CCOC(=O)/C(C#N)=C1/C=CN(c2ccc(C)cc2)C=N1,2,1,1,-16,14,3,5,-0.6,-12
Cc1cccc(OC(=O)NCCOC(=O)N(O)c2ccc(Cl)cc2)c1,-5,9,0,-18,4,1,3,1.2,1
COc1ccc(Cc2nnc(Nc3ccc4c(c3)OCCO4)[nH]c2=O)cc1,1,-1,-1,-15,-39,-1,3,1.0,5
Clc1ncnc2scc(C3COc4ccccc4O3)c12 (stereo not given),8,-5,16,14,-55,9,6,1.5,-5
CC1CC(C)CN(C(=O)Cc2c(C(=O)O)[nH]c3ccc(Cl)cc23)C1 (stereo not given),-26,4,3,-10,-11,-1,10,-0.3,2
Cc1cccc(C(=O)NC(=S)NNC(=O)c2ccc(Cl)cc2)c1,-2,7,-19,3,-64,5,15,1.4,12
COc1cc(/C=c2\sc3n(c2=O)CCCN=3)ccc1O,-6,-1,-12,-19,-21,7,11,-2.4,1
CC1NC(=O)N(C)C2NC(=O)N(C)C(c3ccccc3)C12 (stereo not given),-8,-2,-10,6,14,8,8,-0.9,3[fluorescence artefact?]
COc1ccc(CN(Cc2ccc(C(=O)O)cc2)C(=S)Nc2ccccc2Cl)cc1OC,-2,-1,2,-19,-13,4,4,-1.1,3
COc1ccc2c(c1)C=C(C(=O)NCc1ccc(Cl)cc1)CO2,-16,6,-4,0,-55,-4,11,-0.7,-8
CC1(C(=O)O)CCC(C(=O)Nc2ccccc2)C1(C)C (stereo not given),-1,3,-1,1,37,3,7,-5.8,-7
COc1nc(NC(C)(C)C)nc(Oc2ccc(=O)n(-c3ccccc3)n2)n1,-4,1,16,9,9,-3,2,-0.5,23[fluorescence artefact?]
O=C(O)/C=C/c1cccc(NS(=O)(=O)c2ccccc2)c1,0,0,10,4,7,3,3,-0.1,-5

# A second format for two compounds above:
# Each structure is followed by: S1P4 antagonist	NPY Y1 blocker	NPY2 pot ag	NPY-Y1 PAM-ag	EP2 modulator	p97 ATPase inh	PGE2 EP2 inh	S1P4 agonist	eIF4E 4G PPI
CC1(C(=O)O)CCC(C(=O)Nc2ccccc2)C1(C)C (stereo not given)
 : -1	3	-1	1	37	3	7	-5.8	-7
CCc1ccc(/C=C2\Oc3c(ccc(O)c3CN3CCN(CCO)CC3)C2=O)cc1
 : 13	nt	-9	11	-13	4	12	1.4	72*

# Next entries
SMILES,S1P4 antagonist,NPY Y1 blocker,NPY2 pot ag,NPY-Y1 PAM-ag,EP2 modulator,p97 ATPase inh,PGE2 EP2 inh,S1P4 agonist,eIF4E 4G PPI
CCC(C)(C)n1nnnc1C(c1ccncc1)N1CCN(c2cccc(OC)c2)CC1 (stereo not given),-7,13,-3,-14,6,1,3,0.6,9
Cc1nc2ccccc2nc1CN1CCN(Cc2ccc(F)c(F)c2)C(CCO)C1 (stereo not given),5,-5,-9,-19,0,2,5,0.8,3
Cc1cccc(Nc2nc(N)nc(CSc3nccn3C)n2)c1,-23,2,-7,0,-26,3,6,0.5,-1[fluorescence artefact?]
COc1ccc(NC(=O)N2CCN(C(=O)C(Cc3ccc(F)cc3)NC(C)=O)CC2)cc1 (stereo not given),-5,4,8,11,-17&23,5,12&12,1.1,-1
Cc1nc(SCC(=O)O)c2oc3ccccc3c2n1,-5,8,4,-5,-8,-3,6,-0.2,2
COc1ccc(/C=N/Nc2nc(-c3cccc(S(=O)(=O)N4CCCC4)c3)cs2)cc1OC,-10,-4,15,-3,11,5,14,2.1,-5
Cc1ccc(CNC(=O)Nc2ccc3c(c2)N(C)C(=O)CS3)cc1,-2,3,-7,-11,-38,-2,4,1.8,-2
CC(=O)Nc1cccc(C(=O)N2CCN(Cc3ccccc3)CC2)c1,9,2,-4,14,14,-2,6,-0.5,-2
c1ccc(CCc2nc(-c3ccncc3)no2)cc1,-7,-1,-5,10,13,1,7,0.8,-2[fluorescence artefact?]
O=C(CSc1nnnn1-c1ccc(F)cc1)NNC(=O)c1ccco1,-5,nt,0,3,-6&9,1,6&3,0.5,-1
O=C(Nc1ccccc1-c1ccccc1)c1cnccn1,-10,-1,-5,0,66*!,2,14&14,-0.5,-4[fluorescence artefact?]
Cc1c(Cl)c([N+](=O)[O-])nn1CC(=O)NCc1cccs1,-9,5,-2,-1,-4,4,5,2.4,2
CCn1cc(/C=N/NC(=O)c2ccc3c(c2)OCO3)c(C)n1,-10,-2,2,16,12,0,11,-2.5,22
Cc1cccc(Cn2ccc(N)n2)c1,18,-1,-10,14,16,2,4,-0.6,1
COc1ccccc1NC(=S)N(Cc1ccco1)Cc1cc2cc(C)ccc2[nH]c1=O,-8,-1,6,4,-32&9,4,27&9,0.5,-1
CCN(C(=O)COc1ccccc1)C1CCCCC1,-1,0,0,8,17,2,13,0.1,3
Cc1nc2nc(COc3ccccc3)nn2c(C)c1Cl,-4,-1,0,8,36,1,13,-2.8,-4
Cc1n[nH]c(=O)nc1NC(C)c1ccccc1 (stereo not given),-13,1,-18,-15,-54,-5,9,-1.3,0
CCCn1cc(C(=O)OCC)c(=O)c2cc(F)c(F)cc21,-24,nt,-4,18,0,-2,10,1.7,-4
Cc1cccc(OCc2nnc(SCC(=O)Nc3cc(C)on3)n2C)c1,1,4,2,-8,2,0,4,-2.0,-8
O=C(Oc1ccc(-n2cnnn2)cc1)c1ccccc1,-1,1,-11,-3,24,3,8,-1.6,2
CC(=O)Cc1nsc(NC(=O)c2ccc(COc3ccccc3)o2)n1,12,0,-1,2,8&-16,10,5&8,-0.9,-7
CCS(=O)(=O)N1CCN(Cc2c[nH]c3ccccc23)CC1,-4,-1,3,13,12,6,3,1.4,2
O=c1c2[nH]c3ccc(Cl)cc3c2ncn1Cc1ccccn1,-8,10,-11,-12,1,0,7,-0.4,0
Cc1ccc(CNC(=O)c2nnn(-c3cccc(C)c3)c2N)cc1,-6,6,-3,13,-5,-2,6,2.0,-1
CCCc1nc([N+](=O)[O-])c(S(=O)(=O)c2ccccc2)n1CC(C)C,12,0,10,11,28,6,6,-2.0,-4
Cc1ccc(N(CCC(=O)NC(C)(C)C)S(=O)(=O)c2ccc(C)cc2)cc1,2,1,-6,0,11,-5,6,1.3,-1
C/C(=N\Nc1cccc([N+](=O)[O-])c1)c1cc2ccccc2o1,-17,2,6,14,-12,6,13,1.2,-2
Cn1nc(-c2ccc(OCC(=O)Nc3ccccc3)cc2)c2ccccc2c1=O,-15,5,7,1,-18,-1,8,0.9,-10
C=CCn1c(CCNC(=O)c2cccs2)nnc1SCC(=O)Nc1cccc(C(C)=O)c1,-4,6,-11,-8,21,0,9,1.4,-5
Cc1ccc(S(=O)(=O)N2CCC(=O)N(C(COCc3cccc(Cl)c3)Cc3ccccc3)CC2)cc1 (stereo not given),-12,-9,12,20,33,-1,20,1.5,5
Cn1cc(CN2CCN(Cc3ccccc3)C(CCO)C2)c(-c2ccccc2)n1 (stereo not given),-11,11,-20,5,5,2,5,-0.2,-3
Nc1ncc(-n2cncn2)c(-c2ccc(Cl)cc2)n1,8,2,4,-14,9,-1,5,-0.8,5
COC(=O)c1ccc(NC(=O)CCN2CCN(c3ccccc3)CC2)cc1,12,4,-5,-4,-8,-4,7,0.1,-3
CCOC(=O)N1CCN(c2c(NCC3CCN(Cc4cccc(C)c4)CC3)c(=O)c2=O)CC1,6,2,3,7,38,3,10,-0.1,2
Cn1c(=O)n(Cc2ccc(F)cc2)c(=O)c2c1nc1n2CCCN1C1CCCCC1,-5,-6,5,-3,10,-2,12,-0.7,4
CCOC(=O)N1CCC(N2C(=O)c3ccccc3C2Nc2ccc(Cl)cn2)CC1 (stereo not given),-16,1,-10,3,-19,2,6,-1.0,2[fluorescence artefact?]
Cc1nc(SCC(=O)NCc2ccco2)nc(C)c1C,-6,7,9,3,-9,5,5,-1.9,-5[fluorescence artefact?]
N#Cc1cc2c(nc1SCC(=O)Nc1sc3c(c1C#N)CCC3)CCC2,-4,1,1,19,34,2,12,-1.6,-8
COc1ccc(N2C(=O)C3CC=C(Cl)CC3C2=O)cc1 (stereo not given),-2,13,-7,-1,24,2,6,-5.0,-5
CCN(CC1CCCO1)C(=O)CCc1nnc(Cc2ccc3c(c2)OCO3)o1 (stereo not given),-2,9,-8,-6,-7,-9,4,-0.1,-1
O=C(c1ccccc1)C1CCN(C(=O)c2cccs2)CC1,-6,nt,15,3,-10,13,11,1.2,-2
CCSc1nc(C)nc2sc(C)c(C)c12,-7,nt,-9,-28,69*,2,6,0.5,-2
COc1cc(NC(=O)c2cnn3c(C(F)F)cc(C4CC4)nc23)c(OC)cc1Cl,-15,1,-5,-18,19,3,4,1.1,-3
COCC(=O)Nc1cc(C(=O)OC)cc(C(=O)OC)c1,-10,-2,9,12,8,5,8,3.1,-6
O=S1(=O)N=C(N=Nc2c(O)[nH]c3ccccc23)c2ccccc21,-23,1,-4,18,10,13,13,3.4,-5
O=C(CN1C(=O)NC2(CCCCC2)C1=O)Nc1ccc2c(c1)CCC2,-9,0,11,4,2,4,11,1.1,-2

# High-throughput results: PubChem, several laboratories

# The list is partial; rates above refer to the full screens.
